MT stabilize HCS – microtubule stabilizers in HeLa cells, primary screen, imaging, high-content imaging. HeLa tubulin immunostaining HCS, 24 h; share of cells brighter than vehicle mean+2SD. % tubulin-high responders, % at 10 µM. 200,000 tested, 0.83% active. AID 2205, 2009;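 active means plate Z-score above 3 for both tubulin-high and condensed-nucleus cell shares, with cell loss under 80%, at 10 µM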;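 further: anti alpha tubulin signal scored within the nucleus-defined area of each cell; some results filed as inactive read as strong as hits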
NOD1 inhibition – NOD1 signaling inhibitors, primary screen, cell-based, luminescence, uHTS (AID 1578) | NOD1-driven NF-kB luciferase reporter cells, luminescence; higher % means a stronger effect | one-dose inhibition, % at 4 µM; EC50 in µM for titrated hits | 290,000 tested, 1% active; in the data active means inhibition mostly above about 36%, no sharp cut-off; inactive means mostly below about 34%;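 further: HEK-293T reporter cells stimulated with the NOD1 agonist gamma-tri-DAP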
Dynein transport – inhibitors of GR-EGFP nuclear translocation, primary screen, dynein cargo transport inhibitor project, imaging, high-content, 3617.4 mouse cells; test concentration mostly 20 µM; stimulated with dexamethasone, 1 µM; hits give low values; z-score, hits read low; 220,000 tested, 0.47% active;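 active means plate z-score of nuclear minus cytoplasmic receptor signal below a set negative limit, without overly bright fluorescence or cell loss, cut at about -3.5 in these data, passing the limit was not always enough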;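 further: z-score of nuclear minus cytoplasmic ring GR-EGFP intensity difference per well; some compounds called inactive have numbers as strong as hits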
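Buffer or medium: tet-free, stripped-serum medium; reagent: dexamethasone at 1.0 µM final, 30 min; incubation: 48 h induction, 1 h compound, 30 min dex at 37 °C; measured by: formaldehyde fixation, Hoechst nuclear stain, 10x automated fluorescence imaging; read-out: nuclear-to-cytoplasmic GR-EGFP distribution per well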
Insulin prom up – insulin promoter activators in MIN6 cells, imaging, high-content screening, mouse beta cells; 190,000 tested, 0.3% active; MIN6 insulin promoter-GFP reporter; hits give high values; z-score at 5 µM; AID 1625, 2009;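 active means z-score above 3 at 5 µM with at least 500 cells counted in the well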
bCat nuc transl – modulators of beta-catenin nuclear translocation, primary screen, imaging, HeLa cells, immunofluorescence, high-content; 190,000 tested, 0.3% active; nuclear translocation activity, % at 5 µM; AID 1665, 2009;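 active means nuclear translocation activity above 50% at 5 µM, with a well cell count of 50 or more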;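 further: per-cell ratio of nuclear to cytoplasmic median beta-catenin stain intensity; plate controls were DMSO negative control for no effect and GSK-3 inhibitor IX positive control for full effect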
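assay system = human HeLa cells, endogenous beta-catenin | times = compound treatment 24 h, 37°C, 5% CO2 | detection = Anti-beta-catenin immunofluorescence on PFA-fixed, Triton-permeabilized cells, DAPI nuclei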
Autophagy HCS – autophagy modulators in MEF cells, primary screen, imaging, high-content, MEF GFP-LC3. MEF GFP-LC3 puncta imaging; test concentration mostly 10 µM. calls only at 10 µM (by protocol). 190,000 tested, 0.98% active;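 active means percentage of spot-positive cells more than 3 SD above its plate mean, without a fluorescence outlier flag or 80% toxicity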;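 further: spot-positive cell cutoff set from DMSO-treated cells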
Yfh1-depleted yeast – enhancers of respiration in Yfh1-depleted yeast, dose response, Friedreich's ataxia, plus single-dose screen (AID 1465) | one-dose fold induction at 50 µM; EC50 in µM for titrated hits | S. cerevisiae Yfh1-off respiration, WST-1 reduction, 72 h; higher fold induction means a stronger effect | 220,000 tested, 0.074% active;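 active means fold induction of absorbance versus untreated yeast above a set limit, then at least 30% activation at any dose in follow-up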;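 further: activators that raise dye reduction in frataxin-depleted yeast; strong numbers were not always called active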
HEK293 NOD2/NF-kB – NOD2 signaling inhibitors, cell-based, luminescence, uHTS, HEK293 (AID 1566); inhibition, % at 4 µM, or EC50 in µM where a hit was titrated; HEK293 NOD2/NF-kB luciferase reporter, luminescence; higher % means a stronger effect; 290,000 tested, 0.63% active; in the data active means inhibition above about 50%; further: many of its hits are not listed in these tables
M17LAP inhibition – P. falciparum M17LAP inhibitors, primary screen, biochemical, fluorogenic H-Leu-NHMec substrate, 1536-well (AID 1619) | Leucine aminopeptidase (Plasmodium falciparum (isolate 3D7)) | recombinant M17LAP, H-Leu-NHMec fluorogenic kinetic assay; higher % means a stronger effect | inhibition, % at 30 µM; hits with a dose series show IC50 in µM | 220,000 tested, 0.38% active;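 active means compound inhibiting the enzyme by more than half at any dose during confirmatory dose-response retesting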;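 further: plate controls were full reaction with DMSO carrier for no effect and no enzyme background for full effect; strong numbers were not always called active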
Dynein transport cytoplasmic EGFP – recorded beside Dynein transport, whose call it bears; z-score; measured here: cytoplasmic GR-EGFP intensity; hits give high values
Dynein transport nuclear GR-EGFP – second read-out of Dynein transport, no call of its own (marks repeat the call); z-score; measured here: nuclear GR-EGFP intensity;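 lower value marks the stronger effect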
Dynein transport cell count – also measured in Dynein transport; calls as there; z-score; measured here: cell count per field
Insulin prom up cell count – also measured in Insulin prom up; calls as there; cell count; measured here: cytotoxicity, nuclei count;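 total cells summed across four imaged fields per well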
bCat nuc transl cell count 5 µM – second read-out of bCat nuc transl, no call of its own (marks repeat the call); cell count; measured here: cell count, cytotoxicity flag
MT stabilize HCS Hoechst-high % – recorded beside MT stabilize HCS, whose call it bears; % Hoechst-high responders; measured here: nuclear condensation Hoechst responders;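 share of cells brighter than vehicle mean plus two SD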
MT stabilize HCS cytotoxicity % – recorded beside MT stabilize HCS, whose call it bears; toxicity, %; measured here: cytotoxicity by cell density;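 0% = mean cell density of plate MIN control wells and 100% = no cells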
Autophagy HCS cell loss 18 h – recorded beside Autophagy HCS, whose call it bears; toxicity, %; measured here: cell loss, nuclei count;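 cell loss after 18 h compound exposure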
* marks the source's active call; other numbers are inactive results.

`C#CCOCCOCCOCCNc1nc(N2CCN(C(=O)[C@H](CCCCN)n3cc([C@@H](N)C(C)CC)nn3)CC2)nc(N2CCN(C(=O)[C@H](Cc3ccc(O)cc3)n3cc([C@@H](N)CC(C)C)nn3)CC2)n1` (stereo not given in full) gave MT stabilize HCS 1.7, NOD1 inhibition -32.5%, Dynein transport -0.191, Insulin prom up 0.12, bCat nuc transl -1.5, Autophagy HCS inactive, Yfh1-depleted yeast inactive, HEK293 NOD2/NF-kB 2.7%, M17LAP inhibition -0.7%, Dynein transport cytoplasmic EGFP -0.21, Dynein transport nuclear GR-EGFP 0.184, Dynein transport cell count -0.2, Insulin prom up cell count 1413, bCat nuc transl cell count 5 µM 1086, MT stabilize HCS Hoechst-high % 1.0, MT stabilize HCS cytotoxicity % 0.7 and Autophagy HCS cell loss 18 h -73.1.
Screening CSCCC(/C(O)=C(\C#N)c1nc2ccccc2[nH]1)N1C(=O)c2ccccc2C1=O (stereo not given) returned MT stabilize HCS 1.4, NOD1 inhibition 5.9%, Dynein transport -0.593, Insulin prom up 0.27, bCat nuc transl -4.1, Autophagy HCS inactive, Yfh1-depleted yeast inactive, HEK293 NOD2/NF-kB 3.6%, M17LAP inhibition 10.8%, Dynein transport cytoplasmic EGFP -0.215, Dynein transport nuclear GR-EGFP -0.0498, Dynein transport cell count 0.609, Insulin prom up cell count 1511, bCat nuc transl cell count 5 µM 1025, MT stabilize HCS Hoechst-high % 1.1, MT stabilize HCS cytotoxicity % 3.5 and Autophagy HCS cell loss 18 h 4.7.
For O=C(Nc1nnc(-c2ccc3c(c2)OCCO3)o1)C1CCCCC1 the results were MT stabilize HCS 4.1, NOD1 inhibition -39.2%, Dynein transport -1.64, Insulin prom up 0.37, bCat nuc transl -1.1, Autophagy HCS inactive, Yfh1-depleted yeast inactive, HEK293 NOD2/NF-kB -44.8%, M17LAP inhibition -0.1%, Dynein transport cytoplasmic EGFP -0.369, Dynein transport nuclear GR-EGFP -0.205, Dynein transport cell count 1.26, Insulin prom up cell count 1076, bCat nuc transl cell count 5 µM 1048, MT stabilize HCS Hoechst-high % 3.3, MT stabilize HCS cytotoxicity % 7.4 and Autophagy HCS cell loss 18 h -21.2.
For CCC1CCCCN1C(=O)c1noc(C(C)C)c1[N+](=O)[O-] (stereo not given) the results were MT stabilize HCS 2.7, NOD1 inhibition -10.2%, Dynein transport -0.568, Insulin prom up -0.03, bCat nuc transl -1.8, Autophagy HCS inactive, Yfh1-depleted yeast inactive, HEK293 NOD2/NF-kB 12.7%, M17LAP inhibition -1.6%, Dynein transport cytoplasmic EGFP -0.241, Dynein transport nuclear GR-EGFP -0.325, Dynein transport cell count 1.06, Insulin prom up cell count 1401, bCat nuc transl cell count 5 µM 1085, MT stabilize HCS Hoechst-high % 2.4, MT stabilize HCS cytotoxicity % 6.8 and Autophagy HCS cell loss 18 h -14.0.
Screening O=C(CSc1ncnc2ccccc12)c1cccs1 returned MT stabilize HCS 3.0, NOD1 inhibition -38.0%, Dynein transport -1.67, Insulin prom up 0.23, bCat nuc transl -1.7, Autophagy HCS inactive, Yfh1-depleted yeast inactive, HEK293 NOD2/NF-kB -52.8%, M17LAP inhibition 15.4%, Dynein transport cytoplasmic EGFP 0.914, Dynein transport nuclear GR-EGFP -0.497, Dynein transport cell count 0.279, Insulin prom up cell count 1269, bCat nuc transl cell count 5 µM 1043, MT stabilize HCS Hoechst-high % 2.2, MT stabilize HCS cytotoxicity % 0.9 and Autophagy HCS cell loss 18 h -7.6.
Cc1ccc(C(=O)CCNc2ccc(F)c(Cl)c2)o1 was read as MT stabilize HCS 1.9, NOD1 inhibition -32.3%, Dynein transport 1.56, Insulin prom up 0.99, bCat nuc transl 2.4, Autophagy HCS inactive, Yfh1-depleted yeast inactive, HEK293 NOD2/NF-kB -4.6%, M17LAP inhibition -1.9%, Dynein transport cytoplasmic EGFP -0.135, Dynein transport nuclear GR-EGFP 1.18, Dynein transport cell count -0.816, Insulin prom up cell count 1203, bCat nuc transl cell count 5 µM 1122, MT stabilize HCS Hoechst-high % 1.3, MT stabilize HCS cytotoxicity % 3.4 and Autophagy HCS cell loss 18 h 4.4.
`Clc1ccc(-c2nn3c(C4COc5ccccc5O4)nnc3s2)cc1` (stereo not given) gave MT stabilize HCS 4.1, NOD1 inhibition -8.1%, Dynein transport -0.163, Insulin prom up -0.48, bCat nuc transl 2.8, Autophagy HCS inactive, Yfh1-depleted yeast inactive, HEK293 NOD2/NF-kB 24.5%, M17LAP inhibition -15.2%, Dynein transport cytoplasmic EGFP -0.179, Dynein transport nuclear GR-EGFP 0.469, Dynein transport cell count -0.127, Insulin prom up cell count 1292, bCat nuc transl cell count 5 µM 676, MT stabilize HCS Hoechst-high % 3.5, MT stabilize HCS cytotoxicity % 11.0 and Autophagy HCS cell loss 18 h 2.7.
For O=C(CCSCc1ccccc1F)NCCc1ccccc1 the results were MT stabilize HCS 3.0, NOD1 inhibition -27.8%, Dynein transport -0.452, Insulin prom up 0.38, bCat nuc transl -0.6, Autophagy HCS inactive, Yfh1-depleted yeast inactive, HEK293 NOD2/NF-kB -6.7%, M17LAP inhibition -10.7%, Dynein transport cytoplasmic EGFP -0.209, Dynein transport nuclear GR-EGFP -0.242, Dynein transport cell count 1.12, Insulin prom up cell count 1353, bCat nuc transl cell count 5 µM 1016, MT stabilize HCS Hoechst-high % 3.0, MT stabilize HCS cytotoxicity % 5.8 and Autophagy HCS cell loss 18 h -4.8.
Screening O=C1CC(SCCO)C(=O)N1c1ccc(Oc2ccccc2)cc1 (stereo not given) returned MT stabilize HCS 12.2, NOD1 inhibition -19.0%, Dynein transport -0.379, Insulin prom up -0.28, bCat nuc transl -1.1, Autophagy HCS inactive, Yfh1-depleted yeast inactive, HEK293 NOD2/NF-kB -11.7%, M17LAP inhibition 4.2%, Dynein transport cytoplasmic EGFP 0.521, Dynein transport nuclear GR-EGFP 0.448, Dynein transport cell count 2.31, Insulin prom up cell count 1702, bCat nuc transl cell count 5 µM 1015, MT stabilize HCS Hoechst-high % 19.4, MT stabilize HCS cytotoxicity % 97.1 and Autophagy HCS cell loss 18 h 2.5.
For Cc1ccccc1NC(=O)CN1C(=S)NC(C)(C)CC1C (stereo not given) the results were MT stabilize HCS 2.4, NOD1 inhibition -17.6%, Dynein transport 0.422, Insulin prom up 0.12, bCat nuc transl -0.2, Autophagy HCS inactive, Yfh1-depleted yeast inactive, HEK293 NOD2/NF-kB 12.0%, M17LAP inhibition 15.9%, Dynein transport cytoplasmic EGFP -0.225, Dynein transport nuclear GR-EGFP 0.289, Dynein transport cell count 0.206, Insulin prom up cell count 1369, bCat nuc transl cell count 5 µM 1095, MT stabilize HCS Hoechst-high % 1.3, MT stabilize HCS cytotoxicity % 2.0 and Autophagy HCS cell loss 18 h 4.7.
`C=CCNC(=O)/C(=C\c1ccc(OC)cc1)NC(=O)c1ccc([N+](=O)[O-])cc1` gave MT stabilize HCS 1.4, NOD1 inhibition 24.6%, Dynein transport 0.0795, Insulin prom up 2.05, bCat nuc transl -3.1, Autophagy HCS inactive, Yfh1-depleted yeast inactive, HEK293 NOD2/NF-kB 10.1%, M17LAP inhibition -2.4%, Dynein transport cytoplasmic EGFP -0.341, Dynein transport nuclear GR-EGFP -0.464, Dynein transport cell count 1.47, Insulin prom up cell count 1554, bCat nuc transl cell count 5 µM 971, MT stabilize HCS Hoechst-high % 2.6, MT stabilize HCS cytotoxicity % 9.0 and Autophagy HCS cell loss 18 h -0.2.
`Cc1ccc(C2(c3ccc(C)cc3)CC2C(=O)Nc2ccc([N+](=O)[O-])cc2O)cc1` (stereo not given) gave MT stabilize HCS 1.7, NOD1 inhibition 62.7%, Dynein transport -1.16, Insulin prom up -0.36, bCat nuc transl 8.7, Autophagy HCS inactive, Yfh1-depleted yeast inactive, HEK293 NOD2/NF-kB 52.6%*, M17LAP inhibition 8.2%, Dynein transport cytoplasmic EGFP -0.198, Dynein transport nuclear GR-EGFP 0.00382, Dynein transport cell count 0.102, Insulin prom up cell count 1432, bCat nuc transl cell count 5 µM 1093, MT stabilize HCS Hoechst-high % 1.1, MT stabilize HCS cytotoxicity % 6.7 and Autophagy HCS cell loss 18 h 16.0.
Screening COc1ccccc1NC(=O)c1cnc2c(-c3ccccc3)c(C)nn2c1C returned MT stabilize HCS 3.6, NOD1 inhibition -3.4%, Dynein transport -0.189, Insulin prom up 0.74, bCat nuc transl 1.2, Autophagy HCS inactive, Yfh1-depleted yeast inactive, HEK293 NOD2/NF-kB 30.7%, M17LAP inhibition -8.6%, Dynein transport cytoplasmic EGFP -0.258, Dynein transport nuclear GR-EGFP 0.142, Dynein transport cell count 0.119, Insulin prom up cell count 1481, bCat nuc transl cell count 5 µM 999, MT stabilize HCS Hoechst-high % 2.1, MT stabilize HCS cytotoxicity % 7.3 and Autophagy HCS cell loss 18 h -7.0.

Bioassay records as filed in PubChem BioAssay.

Only part of the results is shown; the hit share may differ from the screen's.
